# Screens deposited in PubChem by Broad Institute.
# ROS inducer – ROS inducers in U2OS cancer cells, primary screen, cell-based, H2DCF-DA fluorescence | U2OS ROS induction | ROS induction (% of piperlongumine), % at 10 µM | actives 2% (n = 46,000); in the data active = ROS induction above about 79%, passing the limit was not always enough; inconclusive = no clear call, values can overlap the other calls;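 also: 0% = DMSO vehicle median and 100% = reference compound median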
# * hit, by the source's call; ? = inconclusive. The list is partial; rates above refer to the full screens.
canonical_smiles,ROS inducer
Cc1ccc(S(=O)(=O)Nc2ccc3c(c2)C(=O)N([C@H](C)CO)C[C@H](C)[C@@H](CN(C)C(=O)Nc2ccc(F)cc2)O3)cc1,-6.7
Cc1noc(C)c1NC(=O)Nc1ccc2c(c1)CC(=O)N([C@@H](C)CO)C[C@H](C)[C@H](CN(C)CC1CCCCC1)O2,-9.2
Cc1cc(C)c(S(=O)(=O)NCC(=O)Nc2ccc(I)cc2)c(C)c1,5.0
C[C@@H]1CN([C@@H](C)CO)C(=O)c2cccc(NC(=O)c3ccncc3)c2O[C@H]1CN(C)C(=O)Nc1ccc(C(F)(F)F)cc1,-2.2
C[C@H]1CN([C@@H](C)CO)C(=O)c2cc(NC(=O)C3CCCCC3)ccc2O[C@H]1CN(C)Cc1ccncc1,9.7
CC(C)NC(=O)N(C)C[C@@H]1Oc2c(NC(=O)Nc3ccc(C(F)(F)F)cc3)cccc2C(=O)N([C@H](C)CO)C[C@H]1C,-4.5
C[C@H]1CN([C@@H](C)CO)C(=O)Cc2cc(NC(=O)Nc3cccc4ccccc34)ccc2O[C@H]1CN(C)Cc1ccc(Oc2ccccc2)cc1,19.9
CN(C)/C=C(\C(=O)Nc1ccc(F)c(F)c1F)S(=O)(=O)c1ccccc1,-6.2
COc1ccc(S(=O)(=O)N(C)C[C@@H]2Oc3c(NC(=O)Nc4c(C)noc4C)cccc3C(=O)N([C@H](C)CO)C[C@H]2C)cc1,-2.7
O=[N+]([O-])c1cc(C(F)(F)F)ccc1Sc1nnc(CCCO)n1-c1ccccc1,-11.6
Cc1ccc(S(=O)(=O)Nc2cccc3c2O[C@@H](CN(C)Cc2ccc(C(F)(F)F)cc2)[C@@H](C)CN([C@H](C)CO)C3=O)cc1,10.3
COc1ccc2c(c1)OCC(Cc1ccc(OC)c(O)c1)C2=O (stereo unspecified),30.2
O=C(CN1C(=O)CCc2ccccc21)NCCc1ccccc1,-14.8
C=CCn1c(NCc2cc(C)ccc2O)nc2ccccc21,46.3
C[C@@H]1CN([C@H](C)CO)C(=O)Cc2cc(NC(=O)Nc3ccc(F)cc3)ccc2O[C@@H]1CN(C)S(=O)(=O)c1ccc(Cl)cc1,36.5
COC(=O)C1=C(C)NC(=O)NC1c1ccccc1OCC(=O)Nc1ccc(C)cc1 (stereo unspecified),0.1
C[C@H](CO)N1C[C@H](C)[C@H](CN(C)S(=O)(=O)c2cn(C)cn2)Oc2ccc(NC(=O)Cc3ccccc3)cc2CC1=O,2.9
COc1ccc(/C=N/NC(=O)c2cccc(C(=O)NO)c2)cc1,-15.1
C[C@H]1CN([C@@H](C)CO)C(=O)CCCn2cc(nn2)CO[C@@H]1CN(C)C(=O)Nc1cccc(F)c1,2.8
COc1ccc(NC(=O)N(C)C[C@H]2Oc3ccc(NC(=O)Nc4ccc(C(F)(F)F)cc4)cc3CC(=O)N([C@@H](C)CO)C[C@H]2C)cc1,-0.4
C[C@H]1CN([C@@H](C)CO)C(=O)c2cccc(NC(=O)Nc3ccc4c(c3)OCO4)c2O[C@@H]1CN(C)S(=O)(=O)c1cccs1,2.6
CC(C)c1ccc(CNC(=O)CCc2ccccc2)cc1,-4.0
CCOC(=O)c1c(NC(=O)c2ccc(S(=O)(=O)N3CCOCC3)cc2)sc(C(C)=O)c1C,34.3
CCCCC(CC)C(=O)Nc1c2c(nc3c1CCC3)CCCC2 (stereo unspecified),-4.9
Cc1ccc(S(=O)(=O)Nc2ccc3c(c2)C(=O)N([C@@H](C)CO)C[C@@H](C)[C@@H](CN(C)S(=O)(=O)c2ccc(C)cc2)O3)cc1,-2.1
C[C@H]1CN([C@@H](C)CO)C(=O)c2cccc(NC(=O)c3nc4ccccc4s3)c2O[C@H]1CN(C)Cc1ccc(Cl)c(Cl)c1,31.5
C[C@@H]1CN([C@H](C)CO)C(=O)Cc2cc(NC(=O)NC3CCCCC3)ccc2O[C@@H]1CN(C)Cc1ccccc1,39.2
COc1ccc(S(=O)(=O)N(C)C[C@@H]2Oc3ccc(NC(=O)Nc4ccccc4)cc3C(=O)N([C@@H](C)CO)C[C@@H]2C)cc1,4.9
COc1ccc(C(=O)NCC#N)cc1,10.9
CSc1ccccc1NC(=O)Cn1ccc([N+](=O)[O-])n1,-11.1
CS(=O)(=O)N(CC(=O)NC1CCCCCC1)c1ccc(I)cc1,14.7
CC(C)NC(=O)Nc1ccc2c(c1)C(=O)N([C@@H](C)CO)C[C@H](C)[C@@H](CN(C)Cc1ccc(C(=O)O)cc1)O2,6.5
COC1(c2ccc(Cl)cc2)OC(=O)c2ccccc21 (stereo unspecified),-15.5
Cc1nc2nc(Cc3ccccc3)[nH]n2c(=O)c1Cc1ccccc1,8.3
COc1ccc(S(=O)(=O)N(C)C[C@H]2Oc3ccc(NC(=O)Cc4ccccc4)cc3C(=O)N([C@H](C)CO)C[C@H]2C)cc1,-6.4
C[C@@H]1CN([C@@H](C)CO)C(=O)c2cc(NC(=O)c3ccncc3)ccc2O[C@H]1CN(C)C(=O)Nc1cccc2ccccc12,-5.7
C[C@H]1CN([C@@H](C)CO)C(=O)Cc2cc(NC(=O)CCCCCC(=O)Nc3ccccc3N)ccc2O[C@H]1CN(C)S(=O)(=O)c1cn(C)cn1,11.6
O=C(O)c1c(O)cc(OC2OC(CO)C(O)C(O)C2O)cc1/C=C/c1ccccc1 (stereo unspecified),-2.5
CC(C)NC(=O)Nc1ccc2c(c1)C(=O)N([C@H](C)CO)C[C@H](C)[C@@H](CN(C)Cc1ccc(Oc3ccccc3)cc1)O2,11.1
C[C@H](CO)N1C[C@H](C)[C@@H](CN(C)Cc2ccccc2)Oc2c(NC(=O)Nc3ccccc3)cccc2C1=O,31.5
CCCn1c(C)cc(C)c(C#N)c1=O,-6.7
Cc1nn(C(C)C(=O)NCC2CCCO2)c(C)c1[N+](=O)[O-] (stereo unspecified),-14.6
Cc1noc(C)c1S(=O)(=O)Nc1ccc2c(c1)C(=O)N([C@@H](C)CO)C[C@H](C)[C@H](CN(C)Cc1ccc(C(=O)Nc3ccccc3N)cc1)O2,18.0
CNC[C@@H]1Oc2ccc(NS(=O)(=O)c3cccs3)cc2C(=O)N([C@@H](C)CO)C[C@@H]1C,-2.0
C[C@@H]1CCCCO[C@H](CN(C)C(=O)c2ccccc2)[C@@H](C)CN([C@H](C)CO)C(=O)c2cc(NC(=O)CCC(F)(F)F)ccc2O1,11.6
O=C(CSc1nc2ccc([N+](=O)[O-])cc2s1)Nc1ccc(Br)cc1Cl,-6.9
CCCCCCCCC[C@@H](O)CC(=O)CCc1ccc(O)c(OC)c1,-2.9
O=C(COc1ccc(Cl)cc1)Nc1ccc2nn(-c3ccc(F)cc3)nc2c1,-6.8
C[C@@H]1CN([C@H](C)CO)C(=O)c2cccc(NC(=O)CCCCCC(=O)Nc3ccccc3N)c2O[C@H]1CN(C)CC1CC1,?
O=C(N/N=C/c1cccc(Br)c1)c1ccccn1,11.9
CC(=O)c1ccc(NC(=O)CSc2nnc(N)s2)cc1,-21.9
Cc1ccc(S(=O)(=O)Nc2cccc3c2O[C@H](CN(C)C(=O)Nc2ccc(C(F)(F)F)cc2)[C@@H](C)CN([C@H](C)CO)C3=O)cc1,-9.7
O=C1C=C(c2ccc(Br)cc2)OC(=O)C1C(=O)c1ccc(Br)cc1 (stereo unspecified),25.1
CC(C)NC(=O)N(C)C[C@@H]1Oc2ccc(NC(=O)NC3CCCCC3)cc2C(=O)N([C@H](C)CO)C[C@@H]1C,-6.9
Cc1noc(C)c1NC(=O)N(C)C[C@@H]1Oc2c(NC(=O)C3CCOCC3)cccc2C(=O)N([C@H](C)CO)C[C@@H]1C,-7.0
CC1CCCN(S(=O)(=O)c2ccc3[nH]c(=O)cc(C(=O)NC(C)CCc4ccccc4)c3c2)C1 (stereo unspecified),5.1
Cc1cc(C(=O)Nc2cccc3c2O[C@@H](CN(C)Cc2ccc(C(F)(F)F)cc2)[C@H](C)CN([C@@H](C)CO)C3=O)n(C)n1,10.5
C=CCN(CC=C)c1nc(-c2ccccc2)nc2ccccc12,45.9
Cc1ccc(-n2nnnc2SCC(=O)c2ccc(O)c(O)c2)cc1,-5.2
C[C@@H]1CN([C@@H](C)CO)C(=O)c2cc(NC(=O)C3CC3)ccc2O[C@@H]1CN(C)Cc1ccncc1,-2.9

# Next section
canonical_smiles,ROS inducer
C[C@@H]1CN([C@H](C)CO)C(=O)Cc2cc(NC(=O)Cc3ccccc3)ccc2O[C@@H]1CN(C)Cc1ccc(-c2ccccc2)cc1,203.4*
C[C@@H]1CN([C@@H](C)CO)C(=O)CCCn2nncc2CO[C@H]1CN(C)C(=O)C1CCCCC1,13.7
COc1ccc(NC(=O)N(C)C[C@@H]2Oc3c(NC(=O)c4cnccn4)cccc3C(=O)N([C@@H](C)CO)C[C@@H]2C)cc1,10.6
O=C1CC(Cc2ccc(Cl)cc2)C(=O)N1c1ccccn1 (stereo unspecified),-8.9
Cc1cccc(C(=O)Nc2cc(C)ccc2NC(=O)COc2ccccc2)c1,0.2
S=C(NCCc1ccccn1)Nc1ccccc1,-0.3
C[C@H]1CN([C@@H](C)CO)C(=O)CCCn2cc(nn2)CO[C@H]1CN(C)C(=O)OCc1ccccc1,12.8
Nc1cc(=O)[nH]c(=O)n1-c1ccc(Cl)cc1,3.8
C[C@H](CO)N1C[C@H](C)[C@@H](CN(C)C(=O)Nc2ccc(F)cc2)Oc2ccc(NS(=O)(=O)c3cccs3)cc2C1=O,-3.5
C[C@@H]1CN([C@H](C)CO)C(=O)Cc2cc(NS(=O)(=O)c3ccccc3)ccc2O[C@H]1CN(C)Cc1ccc2c(c1)OCO2,10.2
C[C@H]1CN([C@@H](C)CO)C(=O)c2cc(NC(=O)Nc3ccc(F)cc3)ccc2O[C@@H]1CN(C)S(=O)(=O)c1cn(C)cn1,25.2
C[C@@H]1CN([C@H](C)CO)C(=O)c2cccc(NC(=O)Nc3cccc4ccccc34)c2O[C@H]1CN(C)S(=O)(=O)c1ccc(Cl)cc1,?
O=C(CN(Cc1ccc(Cl)cc1Cl)S(=O)(=O)c1ccccc1)N1CCCC1,-2.8
Cc1sc2ncnc(SCC(=O)c3ccc(Cl)c(Cl)c3)c2c1C,-1.6
COc1cc(NC(=O)CCC(=O)O)ccc1NC(C)=O,1.7
C[C@H](CO)N1C[C@H](C)[C@H](CN(C)Cc2ccc(-c3ccccc3)cc2)Oc2c(NC(=O)c3nc4ccccc4s3)cccc2C1=O,31.2
Cc1ccc(S(=O)(=O)N(C)C[C@H]2OCc3cn(nn3)CCCC(=O)N([C@H](C)CO)C[C@@H]2C)cc1,-24.8
C[C@H](CO)N1C[C@H](C)[C@H](CN(C)C(=O)NC2CCCCC2)Oc2ccc(NC(=O)c3ccncc3)cc2C1=O,8.9
CC1(C)Oc2ccc3ccc(=O)oc3c2CC1O (stereo unspecified),-12.2
Cc1c(Br)c([N+](=O)[O-])nn1C(C)C(=O)NCC1CCCO1 (stereo unspecified),-9.6

# In another format: three of the compounds above
Cc1sc2ncnc(SCC(=O)c3ccc(Cl)c(Cl)c3)c2c1C
  ROS inducer = -1.6
COc1cc(NC(=O)CCC(=O)O)ccc1NC(C)=O
  ROS inducer = 1.7
C[C@H](CO)N1C[C@H](C)[C@H](CN(C)Cc2ccc(-c3ccccc3)cc2)Oc2c(NC(=O)c3nc4ccccc4s3)cccc2C1=O
  ROS inducer = 31.2

# Next entries follow:
canonical_smiles,ROS inducer
O=C(OCc1ccc(-c2cccc(Cl)c2Cl)o1)c1cccnc1,-0.3
COc1ccccc1C1CCN(Cc2cccc3ccccc23)CC1,18.9
CC1CCc2c(sc3ncn(CC(=O)Nc4ccccc4C(F)(F)F)c(=O)c23)C1 (stereo unspecified),-5.6
C[C@H](CO)N1C[C@H](C)[C@H](CN(C)C(=O)Nc2cccc3ccccc23)OCc2cnnn2CCCC1=O,8.9
CCOC(=O)C1=C(C)NC(=S)NC1c1ccc(-c2ccccc2Cl)o1 (stereo unspecified),10.7
O=C(c1ccco1)N1CCN(CCOc2ccccc2)CC1,1.1
COC(=O)c1cc(NC(=S)NCc2cccnc2)cc(C(=O)OC)c1,?
CCCOc1ccc(OCCSc2nc(N)cc(=O)[nH]2)cc1,-5.4
CCCc1c(C(=O)N(Cc2ccccc2)Cc2cccs2)cnn1-c1ccccc1,-6.4
Oc1ccc2ccccc2c1C1Nc2ccccc2-n2cccc21 (stereo unspecified),-10.6
COC(=O)N(C)C[C@@H]1OCc2cnnn2CCCC(=O)N([C@H](C)CO)C[C@@H]1C,2.0
Cn1c(SCC(N)=O)nnc1-c1cccc(Cl)c1,-0.8
O=c1cc(NCc2ccccc2)n(-c2ccccc2)c(=O)n1-c1ccccc1,20.7
N#CCSc1nc(C2CC2)cc(-c2ccc(F)cc2)c1C(N)=O,-5.8
O=C(CCc1ccccc1)Nc1ccc(C(=O)OC2CCCCC2)cc1,-6.0
c1ccc(CSc2ncnc3c2oc2ccccc23)cc1,?
C[C@H](CO)N1C[C@H](C)[C@H](CN(C)Cc2ccc(C(=O)O)cc2)Oc2c(NC(=O)Nc3ccc(F)cc3)cccc2C1=O,6.5
COc1ccc(CN(C)C[C@@H]2Oc3c(NC(=O)Nc4ccc(OC)cc4)cccc3C(=O)N([C@H](C)CO)C[C@H]2C)cc1,12.1
C[C@@H]1CN([C@H](C)CO)C(=O)Cc2cc(NC(=O)C3CCCCC3)ccc2O[C@H]1CN(C)Cc1ccc(C(=O)Nc2ccccc2N)cc1,-15.0
CCCNC(=O)C1CCN(c2nn3c(=O)cc(C)nc3s2)CC1,-8.4

# Exported field by field: part of the list above.
C[C@@H]1CN([C@H](C)CO)C(=O)c2cccc(NC(=O)CCCCCC(=O)Nc3ccccc3N)c2O[C@H]1CN(C)CC1CC1
  ROS inducer: ?

O=C(N/N=C/c1cccc(Br)c1)c1ccccn1
  ROS inducer: 11.9
